PTAP TSG101 blk: blocks PTAP/TSG101 interaction to inhibit HIV-1 budding; Fluorescence polarization, FITC-PTAP peptide / Tsg101 binding; Potency, µM (series often up to 115 µM), for the others: top-dose activity change, negative = inhibition, hits mostly inhibitors; 340,000 tested, under 10 active; Q99816; active means well fitted inhibition curve with a large enough effect in the main read-out, with a control signal flat, not every such curve was filed as active; inconclusive means small, poorly fitted or top-dose-only effect, or effect the other way, or a change in a side signal; inactive means no such curve, though single readings can be large or run the other way; further: potency means the concentration at half of the fitted maximal effect; % of control where 0% means no effect
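Tsg101 binding domain (10 uM final) was mixed with compound and a FITC-labeled PTAP peptide (50 nM final) in HEPES pH 7.5 buffer with NaCl, Tween 20, EDTA and TCEP; fluorescence polarization was read after 20 min at r.t.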
BRCA1 expr up: BRCA1 expression activation; MCF7-BRCA1-FFLuc reporter, luminescence, 48 h; response scale: scaled: vehicle 0%, 10 µM genistein 100%; Potency, µM (titrated, usually from 46.1 µM), inactives show top-dose activation, usual class: activators; 380,000 compounds, 1.1% hits; further: potency means the concentration at half of the fitted maximal effect; nearly all actives have a fitted effect of over 80% in size; some results filed as inactive show a strong effect at the top dose
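Activators of BRCA1 expression were detected as increased firefly luciferase luminescence in engineered MCF7 cells after 48 h compound incubation. Signals were scaled to genistein 10 microM as full activation.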
ELG1 DNA repair: inhibitors of ELG1-dependent DNA repair in HEK293T cells. HEK293T ELG1-luciferase reporter, luminescence, 16 h; DNA damage induced by 5-fluorouridine. Potency, µM (top dose mostly 46.1 µM), for inactives: at the top dose activity change, negative = inhibition, most hits filed as inhibitors. 330,000 compounds, 2.3% hits; further: potency means the concentration at half of the fitted maximal effect; on the % scale 0 is the no-effect control and ±100 the full control effect; nearly all actives have a fitted effect of over 55% in size
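HEK293T cells expressing luciferase-tagged ELG1 (2,000/well) received 5-Fluorouridine plus compound or DMSO for 16 hr at 37 °C. Luciferase was read by ONE-Glo luminescence after 30 min at room temperature.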
B2AR arrestin: recruits beta-arrestin to the human beta2-adrenergic receptor; P07550; beta-arrestin recruitment to beta2AR, cell-based reporter; Potency, µM (doses to about 46.1 µM), for the others: top-dose activation, usual class: activators; 330,000 compounds, 0.02% hits;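 further: potency means the concentration at half of the fitted maximal effect; 0% = DMSO controls and full agonism = EC100 isoproterenol or metaproterenol; nearly all actives have a fitted effect of over 65% in size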
CXXC DNA block: inhibitors of human MLL CXXC domain-DNA interaction; MLL-CXXC / FITC-HOXA9 DNA fluorescence polarization; 290,000 compounds, 0.037% hits; Potency, µM (top dose mostly 115 µM), for inactives: top-dose activity change, negative = inhibition, most hits filed as inhibitors; AID 2662; Q03164; active means well fitted inhibition curve with a large enough effect in the polarisation, with a control signal flat, not every such curve was filed as active; inconclusive means small, poorly fitted or top-dose-only effect, or effect the other way, or a change in a side signal; inactive means no such curve, though single readings can be large or run the other way; the % refers to the polarisation; further: potency means the concentration at half of the fitted maximal effect
Target sequence (Q03164 whole entry, looked up, the tested form may be a part): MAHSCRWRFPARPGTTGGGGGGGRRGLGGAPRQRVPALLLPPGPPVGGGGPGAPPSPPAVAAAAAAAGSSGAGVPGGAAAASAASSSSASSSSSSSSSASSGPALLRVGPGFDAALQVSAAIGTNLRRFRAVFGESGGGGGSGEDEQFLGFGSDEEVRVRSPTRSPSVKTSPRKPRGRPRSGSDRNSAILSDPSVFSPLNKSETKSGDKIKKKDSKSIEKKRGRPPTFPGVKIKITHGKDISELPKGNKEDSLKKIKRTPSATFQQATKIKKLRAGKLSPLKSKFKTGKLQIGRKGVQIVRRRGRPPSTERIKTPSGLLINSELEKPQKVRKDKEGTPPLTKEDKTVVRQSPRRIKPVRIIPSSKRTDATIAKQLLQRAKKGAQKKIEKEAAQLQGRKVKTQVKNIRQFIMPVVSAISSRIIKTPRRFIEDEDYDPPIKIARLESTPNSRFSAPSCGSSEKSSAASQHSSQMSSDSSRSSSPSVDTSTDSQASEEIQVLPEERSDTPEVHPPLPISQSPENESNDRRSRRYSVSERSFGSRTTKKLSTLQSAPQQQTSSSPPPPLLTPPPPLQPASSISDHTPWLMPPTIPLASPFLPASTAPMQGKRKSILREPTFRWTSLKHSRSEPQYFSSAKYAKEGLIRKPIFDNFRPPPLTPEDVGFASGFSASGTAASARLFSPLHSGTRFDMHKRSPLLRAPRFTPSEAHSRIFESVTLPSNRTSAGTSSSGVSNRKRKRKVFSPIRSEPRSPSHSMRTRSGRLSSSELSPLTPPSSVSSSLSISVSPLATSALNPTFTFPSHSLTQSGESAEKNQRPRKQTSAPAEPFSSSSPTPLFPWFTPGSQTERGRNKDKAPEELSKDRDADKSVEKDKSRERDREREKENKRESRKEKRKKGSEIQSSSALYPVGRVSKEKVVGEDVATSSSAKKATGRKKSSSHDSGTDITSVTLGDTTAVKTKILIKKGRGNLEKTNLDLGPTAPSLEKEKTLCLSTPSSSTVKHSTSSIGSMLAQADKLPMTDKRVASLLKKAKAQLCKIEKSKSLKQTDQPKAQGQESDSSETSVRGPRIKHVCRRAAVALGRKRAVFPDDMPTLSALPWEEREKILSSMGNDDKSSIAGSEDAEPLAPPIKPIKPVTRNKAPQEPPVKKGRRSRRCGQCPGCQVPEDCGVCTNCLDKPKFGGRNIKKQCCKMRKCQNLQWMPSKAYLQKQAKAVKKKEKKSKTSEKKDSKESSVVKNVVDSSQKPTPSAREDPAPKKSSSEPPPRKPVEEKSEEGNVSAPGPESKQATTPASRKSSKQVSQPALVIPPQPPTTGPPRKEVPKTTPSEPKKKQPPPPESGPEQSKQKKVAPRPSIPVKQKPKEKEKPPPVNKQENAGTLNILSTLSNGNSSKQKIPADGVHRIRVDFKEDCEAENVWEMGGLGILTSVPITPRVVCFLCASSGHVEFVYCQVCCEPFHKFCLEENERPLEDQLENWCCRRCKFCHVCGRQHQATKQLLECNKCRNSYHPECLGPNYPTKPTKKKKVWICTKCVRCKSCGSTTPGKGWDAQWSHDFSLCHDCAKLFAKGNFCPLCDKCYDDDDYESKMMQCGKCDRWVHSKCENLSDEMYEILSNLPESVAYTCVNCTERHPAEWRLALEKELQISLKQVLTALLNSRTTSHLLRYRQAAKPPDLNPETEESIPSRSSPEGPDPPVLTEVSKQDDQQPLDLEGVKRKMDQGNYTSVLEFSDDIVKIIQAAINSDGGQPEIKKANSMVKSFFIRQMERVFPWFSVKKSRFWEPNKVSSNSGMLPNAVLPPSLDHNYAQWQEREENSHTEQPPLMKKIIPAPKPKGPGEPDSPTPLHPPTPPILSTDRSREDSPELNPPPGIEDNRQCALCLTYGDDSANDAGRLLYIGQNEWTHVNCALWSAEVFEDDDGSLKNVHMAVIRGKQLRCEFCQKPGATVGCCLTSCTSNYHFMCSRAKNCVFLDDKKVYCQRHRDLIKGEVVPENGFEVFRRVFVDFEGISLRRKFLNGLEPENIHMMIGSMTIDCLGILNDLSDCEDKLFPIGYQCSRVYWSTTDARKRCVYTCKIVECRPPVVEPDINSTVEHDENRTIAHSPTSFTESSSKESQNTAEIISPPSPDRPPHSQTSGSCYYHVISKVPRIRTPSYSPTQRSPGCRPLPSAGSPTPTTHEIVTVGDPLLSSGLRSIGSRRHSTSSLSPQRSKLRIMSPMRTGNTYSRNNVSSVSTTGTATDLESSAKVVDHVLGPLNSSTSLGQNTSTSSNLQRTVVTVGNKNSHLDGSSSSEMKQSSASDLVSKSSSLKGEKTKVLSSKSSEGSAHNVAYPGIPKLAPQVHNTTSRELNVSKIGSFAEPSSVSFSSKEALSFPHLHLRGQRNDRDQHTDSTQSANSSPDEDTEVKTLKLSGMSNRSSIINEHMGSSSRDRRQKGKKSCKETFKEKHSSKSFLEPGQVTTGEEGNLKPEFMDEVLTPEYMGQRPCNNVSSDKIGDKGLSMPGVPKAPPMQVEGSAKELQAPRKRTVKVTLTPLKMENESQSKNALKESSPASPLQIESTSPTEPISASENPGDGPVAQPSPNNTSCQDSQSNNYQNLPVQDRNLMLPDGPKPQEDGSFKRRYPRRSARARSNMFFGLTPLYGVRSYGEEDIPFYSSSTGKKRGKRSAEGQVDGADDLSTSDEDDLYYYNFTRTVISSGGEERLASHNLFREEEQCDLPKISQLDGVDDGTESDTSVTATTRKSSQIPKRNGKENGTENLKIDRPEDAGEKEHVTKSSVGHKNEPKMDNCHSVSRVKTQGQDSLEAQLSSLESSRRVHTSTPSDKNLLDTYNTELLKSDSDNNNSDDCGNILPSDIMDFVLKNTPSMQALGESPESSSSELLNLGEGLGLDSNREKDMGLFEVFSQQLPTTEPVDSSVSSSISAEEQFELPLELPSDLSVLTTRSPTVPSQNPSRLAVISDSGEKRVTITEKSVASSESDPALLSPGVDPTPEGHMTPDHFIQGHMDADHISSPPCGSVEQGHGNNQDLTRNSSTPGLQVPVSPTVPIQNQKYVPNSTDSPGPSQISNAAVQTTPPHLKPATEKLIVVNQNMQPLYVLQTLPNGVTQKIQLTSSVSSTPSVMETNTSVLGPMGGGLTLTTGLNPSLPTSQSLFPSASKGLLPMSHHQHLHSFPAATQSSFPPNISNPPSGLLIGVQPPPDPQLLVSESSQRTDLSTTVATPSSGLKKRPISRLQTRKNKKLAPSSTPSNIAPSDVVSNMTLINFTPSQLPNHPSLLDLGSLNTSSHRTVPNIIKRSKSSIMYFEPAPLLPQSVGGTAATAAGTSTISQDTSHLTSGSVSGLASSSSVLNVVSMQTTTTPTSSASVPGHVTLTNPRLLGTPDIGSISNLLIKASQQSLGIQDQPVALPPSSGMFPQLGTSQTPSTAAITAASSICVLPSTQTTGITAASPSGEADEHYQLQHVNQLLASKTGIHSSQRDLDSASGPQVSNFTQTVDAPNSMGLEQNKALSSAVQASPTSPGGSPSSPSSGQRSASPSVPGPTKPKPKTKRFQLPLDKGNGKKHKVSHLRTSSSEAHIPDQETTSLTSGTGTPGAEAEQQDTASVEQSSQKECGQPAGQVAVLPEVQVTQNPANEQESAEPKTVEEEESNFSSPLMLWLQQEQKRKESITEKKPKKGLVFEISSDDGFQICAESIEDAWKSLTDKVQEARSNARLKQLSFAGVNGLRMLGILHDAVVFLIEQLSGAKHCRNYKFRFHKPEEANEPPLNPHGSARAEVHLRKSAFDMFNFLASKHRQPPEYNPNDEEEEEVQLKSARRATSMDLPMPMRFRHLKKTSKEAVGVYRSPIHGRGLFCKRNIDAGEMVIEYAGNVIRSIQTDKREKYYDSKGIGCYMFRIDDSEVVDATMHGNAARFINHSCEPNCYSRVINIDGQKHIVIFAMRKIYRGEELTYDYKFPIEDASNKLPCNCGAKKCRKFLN
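Purified MLL-CXXC (added from a 7 uM solution) was preincubated 5 min at ambient with pinned compounds in 50 mM Tris-HCl pH 7.5, 50 mM NaCl, 1 mM DTT, 0.05% BSA. Fluorescein-labeled HOX-A9 DNA (50 nM solution) followed, 30 min, then polarization read.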
A-T KAP1 phos: potential ataxia-telangiectasia treatment; […] A-T fibroblasts, KAP-1 phosphorylation AlphaLISA; neocarzinostatin DNA damage 30 min before lysis; Potency, µM (series often up to 57.5 µM), for the others: top-dose activation, hits mostly activators; 320,000 compounds, 0.19% hits; AID 485349; further: potency means the concentration at half of the fitted maximal effect; % of control where 0% means no effect; nearly all actives have a fitted effect of over 45% in size
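ATM-like activity read as KAP-1 phosphorylation via AlphaLISA donor/acceptor antibody pairs after lysis and 6 hr at 25C. Cells were ATM-null patient fibroblasts ([…], hTERT), dosed 60 min, then exposed to the DSB inducer NCS for 30 min.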
Integrin act MD: integrin-mediated muscular dystrophy alleviation activation; Potency, µM (top dose mostly 38.3 µM), without a hit: at the highest dose activation, actives largely listed as activators; AID 624291; alpha7betagal myoblasts, beta-gal FDG fluorescence, 48 h; 350,000 compounds, 0.064% hits;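 further: potency means the concentration at half of the fitted maximal effect; 100% = response of the positive control SU9516; nearly all actives have a fitted effect of over 60% in size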
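Alpha7betagal+/- myoblasts (passage 13) were plated 16-24 hr, then exposed to compounds (1:260 dilution of DMSO stock) for 48 hours at 37C. After MPER lysis, β-galactosidase reporter activity was read as FDG fluorescence (ex 480/em 540) after 30 minutes.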
p53 reactivator: restores transcriptional activity of mutant p53 | AID 504706 | 320,000 compounds, 0.063% hits | Potency, µM (series often up to 92.2 µM), for inactives: at the highest dose activity change, positive = activation, usual class: activators | H1299 p53-A138V BP100-luciferase reporter, luminescence, 24 h; further: potency means the concentration at half of the fitted maximal effect; % of control where 0% means no effect; nearly all actives have a fitted effect of over 45% in size
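H1299 (p53-null), stable ts p53-A138V + BP100-Luc; 1000 cells/well, Opti-MEM/10% FBS; cpd 4 pt, 1:5; 24 h, 37 deg C, 5% CO2; detection reagent 10 min RT; luminescence.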
TCR act: activators of T cell receptors; primary human leukocytes, anti-CD3, IL-2 HTRF, 48 h; Potency, µM (series often up to 9.22 µM), inactives show at the highest dose activation of IL-2 secretion, hits mostly activators; 330,000 tested, under 10 active; AID 504894; further: % of control where 0% means no effect
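1) Mix primary human leukocytes, a-CD3 beads and compound. 2) Incubate 48 hr. 3) Add HTRF IL-2 reagents (a-IL-2-K, a-IL-2-d2).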
TRPV1 agonist: activates the human vanilloid receptor TRPV1. 320,000 compounds, 0.19% hits. activation, % at 8.33 µM. TRPV1-expressing cells, Fluo-8 calcium influx, agonist mode. Q8NER1; in the data active means activation above about 80%; inconclusive means between about 30% and that limit; further: 0% is about no effect
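TRPV1-expressing cells were cultured overnight at 35.5C and loaded with Fluo-8 calcium dye for 40 to 90 min at room temperature. After a 10 s baseline, compound was added and calcium influx was read kinetically for 3 min (ex 480/em 520 nm).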
* = called active by the depositor; u = inconclusive; x = no result given; [ ] = dose if it differs, or a comment. Unless noted, the call rests on the fitted dose curve; in most records, active means well fitted curve in the direction sought with a large enough effect; inconclusive means small, poorly fitted or top-dose-only effect, or another doubt; inactive means no such curve, though single readings can be large; an effect the other way counts as inactive or inconclusive.

Molecule	Integrin act MD	A-T KAP1 phos	BRCA1 expr up	TRPV1 agonist	p53 reactivator	B2AR arrestin	ELG1 DNA repair	CXXC DNA block	TCR act	PTAP TSG101 blk
CCCNS(=O)(=O)c1ccc(CCC(=O)NCCc2ccc(OC)c(OC)c2)cc1	-16%	-6%	0%	-1	-4%	-0.5%	-22%	-8%	-3%	-2%
Cc1c(NC(=O)c2cc(-c3cccc(Cl)c3)on2)c(=O)n(-c2ccccc2)n1C	9%	7%	-16%	0	-6%	-0.1%	-16%	-3%	-2%	-5%
CC(C)c1cc[n+](-c2nc([O-])sc2C=O)cc1	-24%	-9%	-1%	0	6%	3.5%	-3%	u	-2%	-9%
COc1ccc(CCNC(=O)c2ccc(Cl)cc2Cl)cc1	1%	-1%	2%	4	3%	0.1%	5%	-4%	-3%	-9%
O=[N+]([O-])c1ccc(N/N=C/c2sc(N3CCOCC3)nc2-c2ccccc2)c(S(=O)(=O)Nc2ccc(Cl)cc2)c1	0%	0%	-57%	12	-12%	0.1%	u	2%	-1%	17%
CC(Sc1cnccn1)C(=O)O (stereo not given)	14%	0%	-18%	2	10%	-0.3%	u	-16%	-1%	-1%
CC(=O)Nc1ccc(NC(=O)C(C)n2nc([N+](=O)[O-])c(Br)c2C)cc1 (stereo not given)	7%	3%	20%	1	-6%	-0.8%	-15%	-1%	-3%	-1%
Cc1ccc2c(c1)N(CC(=O)Nc1ccccc1F)C(=O)CO2	-35%	0%	-6%	16	u	0.2%	-14%	-5%	2%	-1%
CCSc1nc2c(c(=O)[nH]c(=O)n2C)n1CC(O)COc1ccccc1 (stereo not given)	17%	5%	-6%	0	-2%	0.0%	-27%	2%	6%	3%
COC(=O)c1sccc1NC(=O)c1ccoc1C	4%	4%	-36%	1	0%	0.2%	-2%	-12%	8%	-7%
CSc1nc(-c2ccco2)nn1C(=O)c1ccccc1Cl	6%	4%	-8%	-2	4%	-0.9%	1%	65%[activator]	4%	-2%
COc1ccc(C2C3C(=O)N(Cc4ccccc4)C(=O)C3ON2c2ccccc2)c(OC)c1OC (stereo not given)	-10%	9%	-48%	u	-3%	1.0%	u	-9%	-1%	-7%

Two compounds from above with just TCR act:
| mol | TCR act |
| --- | --- |
| COc1ccc(CCNC(=O)c2ccc(Cl)cc2Cl)cc1 | -3% |
| O=[N+]([O-])c1ccc(N/N=C/c2sc(N3CCOCC3)nc2-c2ccccc2)c(S(=O)(=O)Nc2ccc(Cl)cc2)c1 | -1% |

Next part:
Molecule	Integrin act MD	A-T KAP1 phos	BRCA1 expr up	TRPV1 agonist	p53 reactivator	B2AR arrestin	ELG1 DNA repair	CXXC DNA block	TCR act	PTAP TSG101 blk
O=C(Nc1ccccc1O)C(c1ccccc1)c1ccccc1	-33%	0%	-58%	12	2%	-0.9%	4.6µM*	u	6%	-3%
O=[N+]([O-])c1ccc(C=NNc2ccc(S(=O)(=O)O)cc2)cc1	-13%	x	-14%	x	x	x	x	x	-7%	-2%
NC(=O)C1CC(=O)N(c2ccc(OCc3c(F)cccc3Cl)cc2)C1 (stereo not given)	10%	-7%	-11%	2	-2%	-1.1%	-1%	-10%	1%	-2%
COc1ccc(-n2c(-c3ccc(F)cc3)cnc2SCC(=O)NCc2ccco2)cc1	-15%	3%	24%	12	-3%	3.0%	14%	0%	3%	-6%
CCN(CC)CCCNC(=S)N1CCN(c2nc(-c3ccc(F)cc3)cs2)CC1	-56%[inhibitor]	-1%	-76%	12	x	0.1%	-5%	u	x	-1%
CCS(=O)(=O)c1ccc2c(c1)N(S(=O)(=O)c1cccs1)CC(C(=O)O)O2 (stereo not given)	6%	-4%	20%	0	-8%	-0.4%	0%	u	1%	1%
CN1CCN(Cc2cc(=O)oc3ccc(Cl)cc23)CC1	14%	3%	13%	-3	-15%	-0.2%	1%	-2%	9%	1%
Cc1csc(NC(=O)CSc2ccc3nnc(-c4ccncc4)n3n2)n1	8%	-4%	36%	0	3%	-0.2%	4%	u	4%	-2%
CCn1c(=O)c2sccc2n(CC(=O)NC2CCCCC2)c1=O	0%	6%	-15%	1	2%	0.2%	6%	-4%	-7%	-4%
CC(C)C(=O)NC(=S)NCC(=O)c1ccccc1	5%	-7%	65%	-2	10%	-0.8%	30%	4%	-7%	-3%
COc1ccc2c(CCNC(=O)c3ccc([N+](=O)[O-])cc3)c[nH]c2c1	36%	1%	-1%	u	4%	0.5%	u	1%	0%	-3%
CCOc1cc(/C=N/NC(=O)CCn2nc(C)cc2C)ccc1O	9%	5%	-8%	2	0%	0.3%	0%	1%	2%	-7%

Additional results:
Molecule	Integrin act MD	A-T KAP1 phos	BRCA1 expr up	TRPV1 agonist	p53 reactivator	B2AR arrestin	ELG1 DNA repair	CXXC DNA block	TCR act	PTAP TSG101 blk
Cc1ccc(-c2nc(-c3ccc(Cl)cc3)sc2CC(=O)O)c(C)c1	-12%	-4%	-27%	-1	0%	-0.3%	-2%	4%	8%	-4%
O=C(C1CC(=O)N(c2ccc(Cl)cc2)C1)N1CCCCCC1 (stereo not given)	u	5%	-7%	-4	1%	-0.6%	3%	-6%	-7%	-1%
NC(=O)CSc1nc(C2CC2)nc2sc3c(c12)CCCC3	-7%	0%[11.5 µM]	u	12	16%	0.1%	u	-4%	-7%	2%
O=C(CC1Oc2ccccc2NC1=O)NC1CC1 (stereo not given)	x	-2%	x	-1	2%	-0.2%	2%	6%	x	x
COc1ccc(CN2CCN(C(=O)c3ccco3)CC2)cc1	23%	0%	2%	-3	7%	0.4%	-10%	-7%	0%	-8%
CCS(=O)(=O)N1CCN(C(=O)CCC2CCCC2)CC1	13%	1%	-15%	u	-1%	0.4%	25%	-3%	-2%[46.1 µM]	1%
Nc1ncnc(Nc2ccc(S(N)(=O)=O)cc2)n1	15%	-7%	0%	-1	5%	11%	22%	-4%	2%	-1%
COc1ccccc1/C=C/C(=O)NCCc1ccccn1	24%	-9%	3.2µM*	-1	u	0.1%	u	-5%	-8%	-1%
Nc1c(C(=O)Nc2cccc(F)c2)nnn1-c1ccc2c(c1)OCCO2	5%	5%	u	1	x	0.0%	u	-7%	7%	0%
CC(C(=O)Nc1ccc([N+](=O)[O-])cc1Cl)N1CCN(S(=O)(=O)c2cccs2)CC1 (stereo not given)	23%	-1%	-20%	3	-3%	-0.2%	0%	x	-6%	4%
CN(C)/C=C/C(=O)c1cnc(-c2ccccn2)s1	-9%	-8%	u	-1	15%	-0.1%	u	8%	-9%	1%
Cc1csc(=O)n1CCC(=O)OCC(=O)NNC(=O)c1ccccc1	10%	-1%	1%	-2	1%	-0.4%	14%	x	-4%	-4%

(continued)
Molecule	Integrin act MD	A-T KAP1 phos	BRCA1 expr up	TRPV1 agonist	p53 reactivator	B2AR arrestin	ELG1 DNA repair	CXXC DNA block	TCR act	PTAP TSG101 blk
O=C(Nc1ccccc1)OC(CN1CCCCC1)C(F)(F)F (stereo not given)	-16%	-3%	-9%	10	-1%	-0.5%	25%	-5%	0%	-3%
CC(C)(C)CN1CCNC(=O)C1CC(=O)NCc1cccc(-n2cccn2)c1 (stereo not given)	-15%	1%	2%	5	-2%	-0.9%	2%	-9%	8%	-2%
Cc1cc(NC(=O)Cn2c(C)nc3ccccc3c2=O)ccc1Br	-29%	3%	-8%	4	-2%	0.2%	10%	0%	5%	-1%
Cc1nn2c(NCCCn3ccnc3)cc(C(C)C)nc2c1-c1ccccc1	-50%[inhibitor]	-1%	-42%	24	-2%	-0.5%	-13%	-17%	-3%	-2%
COC(=O)C(C(C)=O)C1=C/C(=N\S(=O)(=O)c2ccc(C)cc2)c2ccccc2C1=O (stereo not given)	0%	x	-30%	0	-2%	0.6%	-4%	-11%	-7%	1%
CC(CCc1ccccc1)NC(=O)COC(=O)c1ccc(S(C)(=O)=O)c([N+](=O)[O-])c1 (stereo not given)	-63%[inhibitor]	-5%	-82%	4	-14%	0.0%	u	3%	9%	3%
Cc1cc(OCCN2CCC(Cc3ccccc3)CC2)ccc1[N+](=O)[O-]	-47%[inhibitor]	4%	1%	10	x	0.0%	-8%	26%	9%	1%
CC(=O)Nc1ccc2c(c1)nc(CCNC(=O)c1ccco1)n2C	u	-9%	4%	10	4%	-0.7%	0%	-7%	-1%	-2%
Cc1cc(Nc2ccccc2)nc2cc(O)ccc12	-3%	4%	59%	-2	u	-0.3%	u	13%	0%	0%
CCCCC(CC)C(=O)Nc1cc(=O)[nH]c2nc3ccccc3n12 (stereo not given)	u	-5%	0%	1	-1%	0.6%	-7%	-4%	-17%	-1%
CN(C)S(=O)(=O)c1ccc(C(=O)Nc2ccccc2[N+](=O)[O-])cc1	-14%	4%	-20%	26	14%	-0.6%	-4%	4%	0%[46.1 µM]	1%
NC(N)=N/N=C/c1ccccc1	-26%	-4%	-2%	-2	1%	-0.2%	-1%	5%	-1%	-2%
COc1cc(C(=O)Nc2cccc(-n3cnnn3)c2)cc(OC)c1OC	-17%	-3%	2%	9	-13%	-0.1%	-10%	-5%	1%	0%
